Screening data (PubChem)
M1 ag parental: counter-screen for M1 agonists: effect in parental CHO-K1 cells | Fluo-8 calcium fluorescence; scaled to maximal ATP response, vehicle zero | activation, % at 3 µM | actives 0.48% (n = 360,000) | AID 602248; in the data active = activation above about 15%;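 also: untransfected CHO-K1 host cells lacking M1 receptor as counterscreen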
M5 ag: agonists of human muscarinic M5 receptor (CHRM5); P08912; CHO-K1 hM5 cells, Fluo-8 calcium fluorescence; 0% DMSO wells, 100% maximal acetylcholine response; activation, % at 3 µM; actives 0.19% (n = 360,000); AID 624037;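 active = activation above the run's mean over test compounds plus 3 SD, cut at about 23% in these data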;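 also: signal is peak over basal fluorescence ratio across the kinetic read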
Target sequence (P08912 whole entry, looked up): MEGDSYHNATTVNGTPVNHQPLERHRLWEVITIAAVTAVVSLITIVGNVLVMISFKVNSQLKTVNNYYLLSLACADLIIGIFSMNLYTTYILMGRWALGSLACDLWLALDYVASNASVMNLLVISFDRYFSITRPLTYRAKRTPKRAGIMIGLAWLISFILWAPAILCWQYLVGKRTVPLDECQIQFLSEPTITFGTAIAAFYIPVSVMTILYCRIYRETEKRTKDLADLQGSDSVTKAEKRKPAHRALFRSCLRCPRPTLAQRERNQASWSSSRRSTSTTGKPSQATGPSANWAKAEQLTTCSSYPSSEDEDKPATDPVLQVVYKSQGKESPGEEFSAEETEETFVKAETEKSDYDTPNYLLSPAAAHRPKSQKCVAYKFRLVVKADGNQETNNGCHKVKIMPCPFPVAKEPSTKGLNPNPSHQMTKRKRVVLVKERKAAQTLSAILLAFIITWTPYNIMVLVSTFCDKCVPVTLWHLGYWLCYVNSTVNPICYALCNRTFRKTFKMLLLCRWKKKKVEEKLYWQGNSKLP
M1 PAM parental: M1 PAM counterscreen hit in parental CHO-K1 cells | actives 0.02% (n = 360,000) | ATP EC20, Fluo-8 calcium fluorescence; 0% at ATP EC20, 100% at ATP max | activation, % at 3 µM;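 active = activation above the run cutoff, the mean activation of all test compounds plus 3 SD, cut at about 40% in these data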;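 also: peak over basal fluorescence ratio in a 140 s read after ATP addition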
M4 ag: CHRM4 agonism in calcium assay. actives 0.14% (n = 360,000). activation, % at 3 µM. P08173. CHO-K1 hM4/Gqi5, Fluo-8 calcium fluorescence; vehicle 0%, full acetylcholine response 100%. AID 624127;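 active = activation above the run mean over all test wells plus 3 SD, cut at about 32% in these data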;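 also: peak over basal fluorescence ratio per well then scaled between controls; 0% = DMSO wells and 100% = acetylcholine at EC100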
Target sequence (P08173 whole entry, looked up): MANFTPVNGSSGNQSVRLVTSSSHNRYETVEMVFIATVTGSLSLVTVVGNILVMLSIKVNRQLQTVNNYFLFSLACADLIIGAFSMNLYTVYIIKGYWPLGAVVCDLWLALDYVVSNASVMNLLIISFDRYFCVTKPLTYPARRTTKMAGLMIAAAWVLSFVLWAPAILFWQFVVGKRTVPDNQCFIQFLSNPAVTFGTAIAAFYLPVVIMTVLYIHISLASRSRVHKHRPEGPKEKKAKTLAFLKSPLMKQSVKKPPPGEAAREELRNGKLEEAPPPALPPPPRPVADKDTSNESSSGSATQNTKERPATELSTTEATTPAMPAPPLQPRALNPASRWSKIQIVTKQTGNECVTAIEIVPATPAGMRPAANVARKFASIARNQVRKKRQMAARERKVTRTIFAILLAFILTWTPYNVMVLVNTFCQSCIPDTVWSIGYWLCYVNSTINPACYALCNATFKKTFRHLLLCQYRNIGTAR
CHO-K1 Ca antag: counter-screen for M1 antagonists: effect in parental CHO-K1 cells | ATP-induced calcium, Fluo-8 fluorescence | inhibition, % at 3 µM | actives 0.6% (n = 360,000) | AID 602250;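 active = inhibition above a per-plate cutoff, the plate's mean sample inhibition plus 3 SD, cut at about 24% in these data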;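 also: 0% = DMSO plus EC80 ATP and 100% = DMSO alone without ATP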
M5 antag: antagonists of human muscarinic M5 receptor (CHRM5); P08912; inhibition, % at 3 µM; actives 0.59% (n = 360,000); CHO-hM5 cells, Fluo-8 calcium fluorescence, ACh EC80;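 active = inhibition above a per-plate cutoff, the mean of that plate's test compounds plus 3 SD, cut at about 27% in these data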;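 also: 0% = acetylcholine EC80 with DMSO and 100% = DMSO without agonist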
CHRM4 PAM: CHRM4 positive allosteric modulation; actives 0.4% (n = 360,000); activation, % at 3 µM; P08173; CHO-K1 hM4/Gqi5, Fluo-8 calcium fluorescence, ACh EC20; 0% = ACh EC20, 100% = maximal ACh; AID 624126;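 active = activation above its plate's cutoff, the mean activation of sample wells plus 3 SD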; also: some results filed as inactive read as strong as hits
CHRM5 PAM: positive allosteric modulators of human muscarinic M5 receptor; CHO-K1 hM5, Fluo-8 calcium, ACh EC20 PAM; 0% = ACh EC20, 100% = ACh EC100; actives 0.3% (n = 360,000); P08912; activation, % at 3 µM;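 active = activation above the run cutoff, the mean activation of all test compounds plus 3 SD, cut at about 18% in these data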
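Assay system: CHO-K1 hM5 cells / Incubation: Fluo-8 loading 80 min at 37 °C plus 30 min room temperature / Technique: Fluo-8 calcium dye fluorescence, kinetic read / Repeats: single replicate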
M4 antag: antagonists of human muscarinic M4 receptor (CHRM4); actives 0.73% (n = 360,000); inhibition, % at 3 µM; CHO-hM4 cells, ACh EC80, Fluo-8 calcium fluorescence; P08173;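 active = inhibition above its plate's cutoff, the mean inhibition of sample wells plus 3 SD, cut at about 27% in these data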;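 also: 0% = acetylcholine EC80 with DMSO and 100% = DMSO without agonist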
Starred values were filed as active, the others as inactive.

SMILES	M1 ag parental	M5 ag	M1 PAM parental	M4 ag	CHO-K1 Ca antag	M5 antag	CHRM4 PAM	CHRM5 PAM	M4 antag
c1ccc(CCc2cccnc2)cc1	0.8	3	13	1	-6	5	2	10	-3
COc1ccc(NC(=O)[C@@H](NS(=O)(=O)c2cccc(Cl)c2)C(C)C)cc1S(=O)(=O)N1CCOCC1	0.0	-2	2	1	-3	-7	-1	6	-5
CCC(=O)N(Cc1cc(=O)[nH]c2ccccc12)c1ccccc1	0.6	-2	10	1	-4	-5	-22	-4	11
Cc1cc(-n2nc(C)cc2C)n2ncc(-c3ccccc3)c2n1	0.4	-3	3	1	-22	4	17	-8	7
CCOC(=O)C1C(CC)NC(=S)NC1(C)O (stereo unspecified)	0.6	3	20	0	-14	1	1	7	-9
CCCCN1C(=O)CCC(C(=O)O)C1c1ccccc1 (stereo unspecified)	0.2	3	10	1	-2	2	2	-2	-1
COc1ccc(C)cc1N(CC(=O)N1CCCC1)S(=O)(=O)c1ccccc1	0.2	-2	9	1	-6	1	2	-2	-5
CCOc1ccccc1C(=O)NC(C(=O)OCC(=O)Nc1nnc(-c2ccccc2)o1)C(C)C (stereo unspecified)	-0.5	1	19	-1	-14	0	-1	-3	-2
Cn1c(-c2ccccc2)cc(=O)n1-c1ccccc1	0.3	-2	17	0	-7	22	5	-2	0
COc1ccccc1C1CCCN1Cc1nc(-c2cc3c(cc2Cl)OCO3)oc1C (stereo unspecified)	0.9	-5	-4	2	0	11	2	0	-4
N#C/C(=C\c1ccc(OCc2ccc(C(=O)O)cc2)cc1)C(=O)NCc1ccccc1	1.4	5	-15	0	5	5	-4	-1	6
Cc1ccc(CNC(=S)Nc2ccc(OC(F)F)cc2C)cc1	1.9	-3	24	4	-3	2	0	-4	-3
COCCNC(=O)c1ccc(C2SCC(=O)N2CCc2ccccc2)cc1 (stereo unspecified)	0.6	-4	12	0	-6	13	1	-7	1
O=C(c1cc2ccccc2o1)c1nc2c(n1O)CCCCC2	0.6	-3	14	0	-9	-12	-4	4	-9
CC(C)CCc1noc(CN2CCN(c3ccc(Cl)cn3)CC2)n1	-0.5	2	-13	0	13	-2	-6	0	2
Cn1c(SCC(=O)NCc2ccc3c(c2)OCO3)nc2c(c1=O)SCC2	0.5	1	14	1	-1	-22	0	8	-4
COc1ccc(OC)c(C(=O)CCCCC(=O)c2cc(OC)ccc2OC)c1	0.2	0	17	0	-6	-1	10	-4	-15
COC(=O)/C=C/S(=O)(=O)c1ccc(NC(C)=O)cc1	-0.1	-1	-6	0	15	-2	10	-1	10
CN(C)c1ccc(C=c2c3ccccc3n3c2cc(-c2ccc(Cl)cc2)[n+]3C)cc1	1.6	-4	10	1	-7	9	-7	-2	9
c1ccc(CNc2ncnc3sc4c(c23)CCCC4)nc1	7.2	0	-1	5	-17	10	1	-7	-1
COc1cc2c(cc1OC)CN(C(=O)CSc1ccc(F)cc1)CC2	1.3	2	14	1	-15	9	-3	2	8
COc1cc(OC)cc(C2=Cc3ccccc3C(CC(C)=O)N2c2ccc(-c3cccs3)cc2)c1 (stereo unspecified)	0.6	-2	2	1	-12	11	-6	-7	1
CC1(C)Cc2c(C#N)c(N)n(-c3ccccc3)c(=O)c2CO1	0.2	1	9	1	-3	-4	-1	1	-1
CSc1nc(-c2ccccc2)nc(N2CCOCC2)c1C(C)=O	14	-5	10	-1	-3	2	-5	0	7
C1=CC2c3ccccc3NC(c3ccncc3)C2C1 (stereo unspecified)	-0.3	1	-2	0	7	12	0	-2	6

Another view of some results above.
Every second line gives: M1 ag parental, M5 ag, M1 PAM parental, M4 ag, CHO-K1 Ca antag, M5 antag, CHRM4 PAM, CHRM5 PAM, M4 antag
C1=CC2c3ccccc3NC(c3ccncc3)C2C1 (stereo unspecified)
→ -0.3, 1, -2, 0, 7, 12, 0, -2, 6
COc1ccccc1C1CCCN1Cc1nc(-c2cc3c(cc2Cl)OCO3)oc1C (stereo unspecified)
→ 0.9, -5, -4, 2, 0, 11, 2, 0, -4

7 compounds already listed, ordered by the number in CHRM5 PAM, largest number first:
| smiles | M5 ag | M4 ag | M5 antag | CHRM4 PAM | CHRM5 PAM | M4 antag |
| --- | --- | --- | --- | --- | --- | --- |
| Cn1c(SCC(=O)NCc2ccc3c(c2)OCO3)nc2c(c1=O)SCC2 | 1 | 1 | -22 | 0 | 8 | -4 |
| COc1cc2c(cc1OC)CN(C(=O)CSc1ccc(F)cc1)CC2 | 2 | 1 | 9 | -3 | 2 | 8 |
| CSc1nc(-c2ccccc2)nc(N2CCOCC2)c1C(C)=O | -5 | -1 | 2 | -5 | 0 | 7 |
| N#C/C(=C\c1ccc(OCc2ccc(C(=O)O)cc2)cc1)C(=O)NCc1ccccc1 | 5 | 0 | 5 | -4 | -1 | 6 |
| CCCCN1C(=O)CCC(C(=O)O)C1c1ccccc1 (stereo unspecified) | 3 | 1 | 2 | 2 | -2 | -1 |
| COc1ccc(OC)c(C(=O)CCCCC(=O)c2cc(OC)ccc2OC)c1 | 0 | 0 | -1 | 10 | -4 | -15 |
| COCCNC(=O)c1ccc(C2SCC(=O)N2CCc2ccccc2)cc1 (stereo unspecified) | -4 | 0 | 13 | 1 | -7 | 1 |

(list continues)
SMILES	M1 ag parental	M5 ag	M1 PAM parental	M4 ag	CHO-K1 Ca antag	M5 antag	CHRM4 PAM	CHRM5 PAM	M4 antag
COc1cccc(NC(=O)C2CCN(S(=O)(=O)c3ccc4[nH]c(=O)oc4c3)CC2)c1	0.2	-1	-9	1	-6	-5	-5	6	6
Cc1ccc(C(=O)CSc2nnc(C)s2)cc1	1.4	-4	16	1	-3	7	7	-1	2
Cc1nc2c(-c3ccc(F)cc3)cnn2c(N)c1-c1ccccc1	1.2	0	-13	2	-16	0	3	5	-2
CCc1sc(C(=O)NCc2ccco2)cc1C	-0.2	-2	11	1	-16	2	-3	6	-5
COc1ccc(-c2cc3c(=O)n(CC(=O)NCc4ccc(F)cc4)ncn3n2)cc1	0.2	2	16	1	-5	5	1	-2	-1
CC(CN(C)Cc1ccccc1)OC(=O)C1COc2ccccc2O1 (stereo unspecified)	0.4	0	9	0	1	-3	0	-3	4
COC(=O)C1(C)CCCC2(C)c3cc(OC)ccc3C(=O)C(Br)C12 (stereo unspecified)	0.3	-1	-8	2	1	2	-2	0	-4
COc1cc(N=c2ssnc2Cl)cc(OC)c1	-0.2	-4	-4	1	6	-7	11	-4	-9
Cc1ccccc1CSCCNC(=O)CN(c1ccc2c(c1)OCO2)S(C)(=O)=O	1.6	2	11	2	-3	-3	-8	-2	3
O=C(NCCCn1ccnc1)c1c(F)cccc1F	0.0	0	-11	0	11	3	-2	-2	1
O=C(Nc1ccc(Br)cc1)c1cccc(NC(=O)C2C3CC4OC(=O)C2C4C3)c1 (stereo unspecified)	1.0	1	10	3	2	0	2	-4	17
COc1ccccc1OCCSc1nc2ccccc2n1CC(=O)O	0.9	2	12	1	-18	-2	7	0	-7
COc1ccccc1OCc1ccc(C(=O)N2CCN3CCCC3C2)cc1 (stereo unspecified)	-0.2	-4	-1	0	-1	-3	-5	3	16
O=C(NCc1ccncc1)c1ccc(NS(=O)(=O)c2cccc([N+](=O)[O-])c2)cc1	0.5	0	-7	1	-5	-1	-4	2	0
COc1cccc(C(=O)NNC(=O)CCN2CCN(c3ccccc3)CC2)c1	0.6	2	9	1	-14	8	3	-2	-9
CCOc1ncccc1C(=O)OCC(=O)Nc1ncc(C(F)(F)F)cc1Cl	0.7	-5	26	0	-8	4	9	5	-1
Cc1noc(C)c1CSc1nc2ccccc2n1C	-0.1	1	0	-1	0	0	3	3	4
CCCCSc1nc(C)c(C(C)=O)cc1C#N	-0.1	-3	22	-2	-20	-5	27	3	-13
CN(Cc1ccccc1)S(=O)(=O)c1ccc2c(c1)NC(=O)CC(=O)N2	0.3	-2	18	1	0	-4	2	-2	2
COc1cc(C(=O)OCC(=O)Nc2ccc(C)cc2)cc(OC)c1OC	1.1	-4	8	2	-4	6	4	-1	-2
Cc1ccnc(NC(=O)C(C)n2cc([N+](=O)[O-])cn2)c1 (stereo unspecified)	0.4	5	9	2	-10	-3	9	12	-7
O=C(COC(=O)c1ccccc1-c1nc2ccccc2s1)Nc1ccccc1C(F)(F)F	-0.2	-1	14	1	6	-1	4	2	0
CC(=O)Nc1ccc(S(=O)(=O)NCC(=O)NCCCc2ccccc2)cc1	-0.4	-2	15	2	-7	-1	-1	6	7
CC(C)C(NC(=O)c1ccccc1)C(=O)OCc1cc([N+](=O)[O-])cc2c1OCOC2 (stereo unspecified)	6.7	2	15	8	-1	4	-10	-15	5
Cc1ccc(NC(=O)[C@@]2(CC(=O)O)CC(/C=C/c3ccccc3)=NO2)c(C)c1	0.3	-3	1	1	2	1	-9	-3	6
SMILES	M1 ag parental	M5 ag	M1 PAM parental	M4 ag	CHO-K1 Ca antag	M5 antag	CHRM4 PAM	CHRM5 PAM	M4 antag
CC1SC(C)C(=O)N(CC(=O)Nc2ccc([N+](=O)[O-])cc2)C1=O (stereo unspecified)	0.3	-3	-9	1	1	13	-3	0	-4
O=C(O)CN1C(=O)C2C3CC(C2C1=O)C1C(c2ccccc2)c2sc(=O)[nH]c2SC31 (stereo unspecified)	0.5	1	9	-1	-2	5	-5	-3	6
NC(=O)c1ncn([C@@H]2O[C@H](CNCc3cccc(OC4CCCC4)c3)[C@@H](O)[C@H]2O)n1	0.0	4	14	0	-1	-6	7	4	-12
COC(=O)[C@]12CCCCC=C1N(Cc1cccc3ccccc13)C(=O)[C@H](CC(=O)NCc1cccc3ccccc13)C2	1.0	1	-3	1	-11	-15	12	11	-14
COc1cc(OC)c(C(=O)COc2ncnc3ccccc23)c(OC)c1	3.2	-1	16	7	-11	2	9	-6	6
CN1CCN(S(=O)(=O)c2ccc(NC(=O)Cc3ccc([N+](=O)[O-])cc3)cc2)CC1	5.3	7	13	7	-5	-8	-2	3	-14
O=C(CN1C(=O)c2cccc3cccc(c23)C1=O)NCCCO	1.0	-1	9	0	-10	7	-2	1	0
CCN(CC)S(=O)(=O)c1cc([N+](=O)[O-])ccc1NNC(=O)Nc1ccc(Cl)c(Cl)c1	4.2	-5	12	5	16	-2	-3	-15	6
COc1ccccc1N1CCN(CCCNC(=O)C2CCCN(c3ncnc4c3nc3n4CCCCC3)C2)CC1 (stereo unspecified)	1.6	-10	5	8	-18	1	-16	-6	14
